MEP2 TOR yeast: alters MEP2-GFP fluorescence in TOR pathway yeast screen; S. cerevisiae MEP2-GFP strain, flow cytometry GFP, 3 h; 100% = DMSO control level; GFP response vs DMSO, % at 10 µM; 330,000 tested, 0.51% active;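 active = GFP response versus DMSO above a set limit, roughly screen mean plus 3 SD, cut at about 180% in these data; inconclusive = fewer than 70 cells counted for a yeast strain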;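 note: median GFP fluorescence of the barcode-gated MEP2-GFP cells per well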
proCasp7 act: counter-screen for procaspase-3 activators: activators of human procaspase-7; P55210; recombinant procaspase-7, Ac-DEVD-pNA absorbance 405 nm; D23A/D198A/D206A triple mutant, cannot self-cleave; scale: DMSO 0, 5 µM enzyme 100; activation, % at 8.5 µM; 330,000 tested, 0.093% active; AID 463210;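 active = percent activation above the screen-wide mean plus 3 SD, cut at about 25% in these data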
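System: Procaspase-7 triple mutant (PC-7 D3A); measure: % activation from two-timepoint absorbance difference, scaled to controls; times: 1 h compound preincubation, 2 h substrate cleavage, 25 °C; also added: Ac-DEVD-pNA substrate, 400 µM as added; measured by: Epi-absorbance of released pNA at 405 nm, two timepoints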
RPL19A-GFP yeast: modulators of TOR pathway RPL19A-GFP in S. cerevisiae | S. cerevisiae RPL19A-GFP strain, flow cytometry, 3 h; hits give low values | percent response vs DMSO, % at 10 µM | 330,000 tested, 0.3% active | AID 2025;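 active = percent response vs DMSO below 50%; inconclusive = fewer than 70 events counted for the yeast strain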;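 note: median channel GFP fluorescence of the barcoded RPL19A-GFP strain; ratio of sample median GFP to plate DMSO average so 100% = DMSO; lower means less RPL19A-GFP as with rapamycin TOR inhibition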
AHR activator: activators of human aryl hydrocarbon receptor; 320,000 tested, 2.5% active; AHR-responsive luciferase reporter cells, luminescence; activation, % at 5 µM; AID 2796; in the data active = activation above about 47%;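 note: 0% = vehicle wells and 100% = reference agonist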
Target sequence (P35869 whole entry, looked up): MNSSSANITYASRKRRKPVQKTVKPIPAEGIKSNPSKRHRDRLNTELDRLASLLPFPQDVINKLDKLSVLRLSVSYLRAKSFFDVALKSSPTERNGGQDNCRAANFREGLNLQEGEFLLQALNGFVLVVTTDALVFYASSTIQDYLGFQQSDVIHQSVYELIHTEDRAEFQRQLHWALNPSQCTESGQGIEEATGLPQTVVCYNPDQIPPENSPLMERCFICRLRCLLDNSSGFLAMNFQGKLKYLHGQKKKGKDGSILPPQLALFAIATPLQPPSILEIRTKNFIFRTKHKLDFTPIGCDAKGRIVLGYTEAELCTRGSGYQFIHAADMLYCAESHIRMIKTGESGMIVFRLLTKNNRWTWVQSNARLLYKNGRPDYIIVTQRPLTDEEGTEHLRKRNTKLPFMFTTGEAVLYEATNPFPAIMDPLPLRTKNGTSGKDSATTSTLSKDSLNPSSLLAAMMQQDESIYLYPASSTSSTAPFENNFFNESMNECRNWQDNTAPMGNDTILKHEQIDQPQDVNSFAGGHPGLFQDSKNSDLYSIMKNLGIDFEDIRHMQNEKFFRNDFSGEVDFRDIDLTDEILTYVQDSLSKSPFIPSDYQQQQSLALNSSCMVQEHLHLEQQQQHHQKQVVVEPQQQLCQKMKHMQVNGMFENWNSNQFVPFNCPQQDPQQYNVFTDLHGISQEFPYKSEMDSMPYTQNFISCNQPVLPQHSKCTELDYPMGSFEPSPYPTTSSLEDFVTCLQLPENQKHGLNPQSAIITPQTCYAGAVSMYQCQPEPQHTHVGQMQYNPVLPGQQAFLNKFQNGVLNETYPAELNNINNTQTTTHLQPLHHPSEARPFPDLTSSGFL
LAP4 TOR yeast: modulators of TOR pathway LAP4-GFP in S. cerevisiae; S. cerevisiae LAP4-GFP multiplex, flow cytometry GFP, 3 h; median GFP as percent of DMSO wells; GFP response vs DMSO, % at 10 µM; AID 2023; 320,000 tested, 0.34% active;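 active = GFP response vs DMSO above a set limit, about the screen mean plus 3 SD, cut at about 150% in these data; inconclusive = under 70 cell events counted for the yeast strain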
GASC-1 inh: blocks human GASC-1 demethylase activity; GST-JMJD2C(1-420) H3K9me3 demethylation, DELFIA europium; 330,000 tested, 0.069% active; inhibition, % at 2.35 µM; Q9H3R0;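 active = more than half of a compound's replicate wells show inhibition beyond 50%, single wells judged on their own value; inconclusive = some, but no more than half, of replicates pass 50% inhibition; inactive = no replicate passes 50% inhibition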;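 note: signal counts dimethyl H3K9 product captured on neutravidin plate; 0% = median of DMSO wells and 100% = 0.3 times that DMSO median; strong numbers were not always called active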
CR mimetic SO: caloric restriction mimetics inhibiting age-related superoxide in yeast; 330,000 tested, 0.18% active; AID 2690; S. cerevisiae aged cells, superoxide DHE fluorescence; hits give low values; superoxide response (% of plate mean), % at 10 µM;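 active = superoxide response under a set limit, about three screen SD below normal, cut at about 65% in these data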;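 note: yeast aged for seven days with compound at 30 °C before DHE staining; 100% = average MFI of all compound-treated wells on the plate with controls excluded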
procasp3 activ: procaspase-3 (human) activation. P42574. recombinant procaspase-3 D3A, Ac-DEVD-pNA absorbance 405 nm. activation, % at 8.5 µM. 330,000 tested, 0.11% active;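 active = activation above the mean of all tested compounds plus 3 SD, cut at about 21% in these data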;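 note: 0% = DMSO alone and 100% = DMSO wells spiked with extra 5 µM PC-3 D3A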
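Assay system: Autoprocessing-dead procaspase-3 D3A mutant enzyme; also added: Ac-DEVD-pNA; doses: one concentration, 8.5 µM nominal, 0.8% DMSO; times: 1 h compound preincubation, 2 h substrate hydrolysis at 25 °C; technique: 405 nm absorbance of p-nitroaniline, reads at 0 and 120 min; measure: % activation between DMSO and enzyme-spiked controls; repeats: single replicate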
Active calls of the source: *; i = inactive; ? = inconclusive; nt = no result given; [ ] = dose if it differs, or a comment.

no.	SMILES	MEP2 TOR yeast	proCasp7 act	RPL19A-GFP yeast	AHR activator
1	CCN(CC(=O)Nc1cc(Cl)ccc1C)C(=O)Cc1sc(C)nc1-c1ccc(F)cc1	99	1	95	1
2	O=C(O)c1cccc(CN2C(=O)c3ccccc3C2=O)c1	101	4	99	2
3	O=C(CCSCc1ccc(Cl)cc1)NCc1cccnc1	108	1	101	3
4	Cc1ccsc1C(=O)NCc1ccc(F)cc1	100	3	102	1
5	CSc1ncccc1C(=O)Nc1cccc(S(=O)(=O)N2CCCCC2)c1	96	5	99	2
6	COc1ccc(/C=N/n2cnc3c([nH]c4ccccc43)c2=O)cc1COc1ccccn1	98	2	100	9
7	CCOc1cc2c(cc1OC)C(NC(=O)c1ccco1)CC2=O (stereo not drawn)	102	2	102	2
8	Cc1cc(C)n(CC(=O)N/N=C/c2cccs2)n1	97	4	106	-2
9	O=C(NC1CCCCC1)N1CCc2ccccc21	96	9	96	4
10	O=S(=O)(NCc1ccncc1)c1ccc(S(=O)(=O)NCC2CCCO2)cc1 (stereo not drawn)	101	8	101	1
11	Cc1nnc(NC(=O)CN2C(=O)c3ccccc3S2(=O)=O)s1	99	-9	97	-3
12	CC(C)NS(=O)(=O)c1cc(F)ccc1CN1C(=O)c2cccnc2C1=O	108	23	116	0
13	CNC(=O)c1c[nH]c2ccc(S(=O)(=O)Nc3cccc(SC)c3)cc2c1=O	103	nt	102	nt
14	CCOC(=O)C/C(C)=N/NC(=O)c1cccs1	?	1	?	7
15	Cc1cc(C)c(C)c(S(=O)(=O)N[C@@H](C)C(=O)OC(C)C(=O)NC(N)=O)c1C (stereo partly drawn)	98	-4	99	0

no.	LAP4 TOR yeast	GASC-1 inh	CR mimetic SO	procasp3 activ
1	103	-6	114	-6
2	94	-13	123	2
3	105	3	98	3
4	98	5	113	2
5	98	4	107	8
6	89	i	99	0
7	93	11	107	3
8	109	-11	86	1
9	98	6	106	-3
10	98	1	90	-4
11	94	5	102	-6
12	100	2	95	-1
13	107	4	97	nt
14	?	4	63*	13
15	95	0	106	-4

(continued)
no.	SMILES	MEP2 TOR yeast	proCasp7 act	RPL19A-GFP yeast	AHR activator
16	CCOC(=O)C1C(c2ccc(O)c(OC)c2)NC(=S)NC1(O)C(F)(F)F (stereo not drawn)	109	0	102	-1
17	COc1cc(C[C@@H](CO)[C@H](CO)Cc2ccc(O)c(OC)c2)ccc1O	97	8	107	0
18	Cc1ccc(OCC(=O)Nc2cc(NC(=O)COc3ccc(C)c(C)c3)cc(C(=O)O)c2)cc1C	103	-16	101	5
19	O=C(NNC(=S)NC(=O)C12CC3CC(CC(C3)C1)C2)c1ccncc1	117	-33	83	1
20	O=C(CCN1C(=O)C2CC=CCC2C1=O)Nc1nccs1 (stereo not drawn)	97	0	94	1
21	CN1CCCC(OC(=O)/C(C#N)=C/c2ccccc2)C1 (stereo not drawn)	107	6	103	1
22	CCCc1c(C(=O)Nc2cc(C)on2)cnn1-c1ccccc1	107	-4	87	10
23	CNc1nc(C)c(C(=O)c2ccc(Cl)cc2)s1	99	8	97	2
24	COC(=O)C(C(=O)Nc1ccccc1C)C1CCCCCC1 (stereo not drawn)	96	-5	99	-2
25	COc1ccc2c3c(cccc13)C(=O)N(O)C2=O	97	-14	94	4
26	O=C(N[C@@H]1C/C=C\C[C@@H](CC(=O)N(CCO)Cc2ccccc2)C(=O)N[C@@H](c2ccccc2)COC1=O)OCC1c2ccccc2-c2ccccc21	104	4	109	0
27	O=C(CCNC(=O)c1ccccc1)NNC(=O)c1ccc(F)cc1	103	0	97	2
28	C=CCn1c(SCC(=O)NC2CCCCC2)nnc1C1CCCCC1	111	12	104	2
29	CC(=O)OCCNC(=O)c1cc2ccccc2oc1=O	114	5	100	-4
30	Cc1nc(SCCC(C)C)c([N+](=O)[O-])[nH]1	107	-4	101	1

no.	LAP4 TOR yeast	GASC-1 inh	CR mimetic SO	procasp3 activ
16	108	2	88	-8
17	109	8	98	4
18	94	13	108	2
19	182*	14	172	-22
20	90	-15	90	-3
21	104	6	111	-3
22	90	-6	90	-4
23	122	12	103	-7
24	92	3	117	-5
25	89	-3	83	-13
26	104	nt	76	2
27	98	-5	93	-4
28	100	3	86	-1
29	99	-9	106	-7
30	104	0	98	-4

The last 6 records of the section above come first, to join the parts:
no.	SMILES	MEP2 TOR yeast	proCasp7 act	RPL19A-GFP yeast	AHR activator
25	COc1ccc2c3c(cccc13)C(=O)N(O)C2=O	97	-14	94	4
26	O=C(N[C@@H]1C/C=C\C[C@@H](CC(=O)N(CCO)Cc2ccccc2)C(=O)N[C@@H](c2ccccc2)COC1=O)OCC1c2ccccc2-c2ccccc21	104	4	109	0
27	O=C(CCNC(=O)c1ccccc1)NNC(=O)c1ccc(F)cc1	103	0	97	2
28	C=CCn1c(SCC(=O)NC2CCCCC2)nnc1C1CCCCC1	111	12	104	2
29	CC(=O)OCCNC(=O)c1cc2ccccc2oc1=O	114	5	100	-4
30	Cc1nc(SCCC(C)C)c([N+](=O)[O-])[nH]1	107	-4	101	1
31	CCn1c(-c2csc3ccccc23)n[nH]c1=S	99	-7	95	0
32	COc1ccc(/C=C2\CCCC3C2=NN(C(=O)COC(=O)CNC(=O)c2ccccc2)C3c2ccc(OC)cc2)cc1 (stereo not drawn)	106	-2	101	-4
33	Cc1cccc(N=C2NC(=O)CS2)c1C	105	5	98	2
34	O=c1c2ccccc2nc(-c2ccccc2)n1CCN1CCOCC1	134	0	93	3
35	O=C(NCCc1ccc(Cl)cc1)c1ccc2nccnc2c1	96[may fluoresce green]	-9	97[may fluoresce green]	5
36	COc1cc(NC(=O)CSc2nnc(C)s2)cc(OC)c1	107	9	104	5
37	CC(C)OC(=O)CC12CN3CC(CC(=O)OC(C)C)(CN(C1)C(=O)c1ccccc1C3=O)C2=O	105	3	106	1
38	C=CCNC(=O)CN1C(=O)NC(C)(c2ccc(OC)cc2)C1=O (stereo not drawn)	103	4	106	-1
39	Cc1ccc(-n2nc(C)c3c(C)c(CCC(=O)NC(C)c4ccccc4)c(C)nc32)cc1 (stereo not drawn)	109	4	101	-4
40	CCOc1ccc(C(=O)NC(=S)Nc2ccccn2)cc1[N+](=O)[O-]	98	1	96	0
41	CC(C)CCN(C(=S)Nc1cccc(F)c1)C1CCN(C(C)C)CC1	110	15	114	0
42	O=C(COC(=O)c1cccc(F)c1)NC(=O)NCc1ccccc1	102	6	100	-1
43	CC1(c2ccccc2)CC(C)(C)N(C(=O)CSc2nnc(N)s2)c2ccccc21 (stereo not drawn)	114	11	106	13
44	COc1cc(C)c(NC(=O)COc2ccc3c(c2)CCC3)cc1OC	102	-4	96	0
45	CCOC(=O)/C(=C\Nc1ccc(OC(F)(F)F)cc1)Sc1ncc(C(F)(F)F)cc1Cl	96	3	94	0

no.	LAP4 TOR yeast	GASC-1 inh	CR mimetic SO	procasp3 activ
25	89	-3	83	-13
26	104	nt	76	2
27	98	-5	93	-4
28	100	3	86	-1
29	99	-9	106	-7
30	104	0	98	-4
31	110	-6	84	-19
32	97	2	102	0
33	99	5	95	1
34	163*	7	136	2
35	112[may fluoresce green]	-5	75	-4
36	102	-5	89	-1
37	106	7	72	3
38	96	9	112	6
39	101	-7	107	10
40	99	-5	91	-1
41	109	2	102	1
42	100	4	99	12
43	97	2	122	7
44	102	-2	113	11
45	99	-26	84	3

Part of the list above, with values under each structure.
Below each compound: MEP2 TOR yeast	proCasp7 act	RPL19A-GFP yeast	AHR activator	LAP4 TOR yeast	GASC-1 inh	CR mimetic SO	procasp3 activ
#4 Cc1ccsc1C(=O)NCc1ccc(F)cc1
 : 100	3	102	1	98	5	113	2
#5 CSc1ncccc1C(=O)Nc1cccc(S(=O)(=O)N2CCCCC2)c1
 : 96	5	99	2	98	4	107	8

Continued:
no.	SMILES	MEP2 TOR yeast	proCasp7 act	RPL19A-GFP yeast	AHR activator
46	COC(=O)c1cccc(Cn2nnc3ccccc3c2=O)c1	105	7	97	-2
47	COc1cccc(CNCc2ccccc2Br)c1OC	104	5	105	2
48	COc1ccc2[nH]c3c(=O)n(Cc4ccc(C(=O)N5CCCC5)cc4)c(=S)[nH]c3c2c1	101	10	112	0
49	CCOC(=O)C1CCCN(C(=O)c2csc(-c3ccc4c(c3)CCO4)n2)C1 (stereo not drawn)	91	2	97	9
50	CCOc1ccc2c(c1)[N+](C)(C)C(C)(C)C=C2C	102	12	98	-2
51	O=C(COc1ccc(C(=S)N2CCCC2)cc1)Nc1ccccc1C(F)(F)F	95	10	93	-4
52	CC(C)c1ccc(NC2CCCN(C(=O)CN3CCCC3=O)C2)cc1 (stereo not drawn)	85	2	95	2
53	CCCCOc1ccc(C(=O)C(CN2CCOCC2)c2ccccc2)cc1 (stereo not drawn)	100	17	101	5
54	Cc1cccc(C)c1CC(=O)N1CCOCC1	99	2	98	0
55	O=C(COC(=O)c1ccc(Cl)nc1)Nc1ccc(N2CCCCC2)cc1	105	-5	100	3
56	CC1CN(C2CCN(S(=O)(=O)c3ccc(F)cc3)CC2)CC(C)O1 (stereo not drawn)	102	6	103	-3
57	Cc1cc(C(=O)NCc2cccs2)ccc1[N+](=O)[O-]	107	8	102	3
58	Cc1cc(-c2ccccc2)nc2c(Br)c(=O)[nH]n12	91	-26	93	-2
59	CCC(C(=O)NC(C)CCc1ccco1)n1nc(C)n2c(cc3occc32)c1=O (stereo not drawn)	92	12	91	0
60	COc1ccc(N/N=C(/C#N)S(=O)(=O)c2nsc(C)c2C#N)cc1	93	7	92	5
61	CC1Cc2nc(SCC(=O)Nc3ccc4c(c3)OCO4)n(CCc3ccccc3)c(=O)c2S1 (stereo not drawn)	94	0	101	29
62	CCN(c1cccc(C(F)(F)F)c1)S(=O)(=O)c1ccc2c(c1)CCN2C(=O)C1CC1	103	-4	98	0
63	COc1ccc(N2CCN(C(=O)c3ccc(CNc4c(N5CCOCC5)c(=O)c4=O)cc3)CC2)cc1	97	1	103	0

no.	LAP4 TOR yeast	GASC-1 inh	CR mimetic SO	procasp3 activ
46	101	-5	107	2
47	82	-3	116	-2
48	105	-1	104	-5
49	102	-21	112	13
50	118	-14	93	5
51	95	-1	98	13
52	90	0	84	5
53	98	-7	98	6
54	85	-1	102	1
55	102	6	90	4
56	113	-7	99	6
57	98	-6	91	2
58	108	-20	107	-10
59	93	0	98	0
60	90	3	95	1
61	96	-8	126	-14
62	97	3	101	-1
63	102	22	92	12

Source: PubChem BioAssay
